Dyrk1A ADPGlo – blocks rat Dyrk1A kinase activity; Q63470; ADP-Glo luminescence, NFATc1 peptide; inhibition, % at 12.5 µM; hit rate 0.43% among 310,000; AID 504441; in the data active = inhibition above about 50%;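 also: plate controls were vehicle with enzyme for no effect and no enzyme for full effect; many of its hits are not listed in these tables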
KCNK3 inh – human KCNK3 channel inhibition, primary screen. hit rate 0.84% among 340,000. AID 602410. CHO-KCNK3 thallium flux, FluxOR fluorescence; hits give low values. B-score at 10 µM. O14649;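 active = B-score under library mean minus 4 SD, starting fluorescence ratio at most library mean plus 5 SD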;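 also: more negative B-score means stronger inhibition of thallium flux through KCNK3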
hERG protect – shields human hERG channel from block by proarrhythmic agents | Q12809 | CHO-hERG, FluxOR thallium flux, dofetilide IC70 present | activation (rescue from dofetilide block), less the hit threshold, % at 10 µM | hit rate 0.51% among 310,000;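 active = activation above the mean of controls blocked by dofetilide plus 5 SD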;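 also: thallium influx through hERG after potassium depolarization seen as dye fluorescence rise; in these data hits start at about 4.7%; inactives centre near -7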
KCNQ1 block – human KCNQ1 channel inhibition; B-score at 10 µM; AID 2642; hit rate 1.3% among 310,000; CHO-K1 KCNQ1, FluxOR thallium flux fluorescence; hits give high values;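 active = compounds whose thallium flux B-score, printed positive for inhibition, exceeds three library SD while starting fluorescence stays within three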;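 also: channel opened by potassium depolarization with thallium stimulus after 20 min compound exposure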
TRPC4 agonist – TRPC4 (mouse) channel activation. hit rate 0.49% among 310,000. AID 2237. B-score at 10 µM. HEK293 TRPC4beta/mu-opioid, Fluo4 calcium fluorescence; hits give high values. Q9QUQ5;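 active = B-score above 5 SD of library B-scores, and initial fluorescence ratio not above library mean plus 5 SD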;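 also: positive B-score marks a calcium rise read as TRPC4 activation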
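Assay system: HEK293 stable line with TRPC4beta plus mu-opioid receptor. Times: dye 45 min RT, read 110 s. Measured by: kinetic Fluo4 calcium fluorescence. Measure: B score of integrated ratio. Controls: assay buffer as low control, maximal DAMGO as high control.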
KCNK9 block – human KCNK9 channel inhibition; Q9NPC2; HEK293 KCNK9, FluxOR thallium flux fluorescence; hits give low values; B-score at 10 µM; hit rate 1.2% among 310,000; AID 488922;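 active = ratio B-score over 3 SD below the library mean, with starting fluorescence within 5 SD of its mean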;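 also: negative B-score means less thallium flux so channel inhibition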
TRPC4 PAM – TRPC4 (mouse) allosteric potentiation. Q9QUQ5. HEK293 TRPC4beta/mu-opioid, DAMGO EC20, Fluo-4 Ca2+ flux; hits give high values. B-score at 10 µM. hit rate 0.42% among 310,000. AID 2227;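 active = B-score of calcium response area above 5 SD of library B-scores, with initial fluorescence ratio within 5 SD of library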;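 also: B-score of integrated fluorescence ratio over time as area under calcium response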
TMEM16A act – mouse TMEM16A channel activation, primary screen; Q8BHY3; hit rate 0.3% among 340,000; AID 623877; B-score at 10 µM; HEK293 TMEM16A/YFP-H148Q/I152L, iodide quench fluorescence; hits give low values;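 active = fluorescence-ratio B-score plate-corrected deviation score at least 3 library SD below zero, with starting fluorescence score within 5 deviations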;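 also: channel opened by trigger with iodide after compound preincubation; score built on the fluorescence ratio of max minus min over baseline; more negative score means more quench and so TMEM16A activation or potentiation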
Target sequence (Q8BHY3 whole entry, looked up): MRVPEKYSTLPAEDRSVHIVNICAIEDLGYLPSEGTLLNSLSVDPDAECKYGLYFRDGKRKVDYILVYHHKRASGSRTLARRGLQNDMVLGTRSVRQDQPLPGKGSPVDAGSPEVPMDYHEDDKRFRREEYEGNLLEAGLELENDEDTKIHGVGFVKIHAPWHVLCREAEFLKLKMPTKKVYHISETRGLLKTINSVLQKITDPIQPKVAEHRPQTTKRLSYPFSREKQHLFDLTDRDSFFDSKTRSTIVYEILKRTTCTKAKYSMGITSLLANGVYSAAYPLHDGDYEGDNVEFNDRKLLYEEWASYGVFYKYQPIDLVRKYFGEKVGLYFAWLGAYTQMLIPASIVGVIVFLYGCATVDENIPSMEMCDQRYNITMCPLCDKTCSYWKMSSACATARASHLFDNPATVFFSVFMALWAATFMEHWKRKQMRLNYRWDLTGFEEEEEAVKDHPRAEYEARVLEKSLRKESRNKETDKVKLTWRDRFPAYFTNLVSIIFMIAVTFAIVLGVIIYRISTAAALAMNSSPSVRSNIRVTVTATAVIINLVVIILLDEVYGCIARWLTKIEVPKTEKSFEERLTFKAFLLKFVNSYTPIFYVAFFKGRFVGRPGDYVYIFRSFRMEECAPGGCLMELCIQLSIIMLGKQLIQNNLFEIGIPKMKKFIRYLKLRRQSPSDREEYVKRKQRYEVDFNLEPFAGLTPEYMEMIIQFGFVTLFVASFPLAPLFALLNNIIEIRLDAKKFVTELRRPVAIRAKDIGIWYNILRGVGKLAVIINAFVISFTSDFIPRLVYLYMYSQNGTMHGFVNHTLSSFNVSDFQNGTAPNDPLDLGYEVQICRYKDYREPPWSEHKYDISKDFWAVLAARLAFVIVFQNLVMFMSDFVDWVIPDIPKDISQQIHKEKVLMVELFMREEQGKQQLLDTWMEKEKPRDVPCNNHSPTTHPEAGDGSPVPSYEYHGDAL
HDAC3 inhib – blocks human histone deacetylase 3. recombinant HDAC3, fluorogenic peptide/trypsin coupled, fluorescence. inhibition, % at 8.3 µM. hit rate 0.15% among 320,000. AID 2718; in the data active = inhibition above about 26%, passing the limit was not always enough; inconclusive = no clear call, values can overlap the other calls
ANO1 block – blocks the mouse calcium-activated chloride channel TMEM16A. normalized B-score (activity score, 25-100; higher = stronger inhibition) at 10 µM. hit rate 1.2% among 310,000. HEK293 TMEM16A/YFP iodide influx fluorescence, ionomycin. Q8BHY3;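 active = ratio plate-corrected score three or more library SD toward inhibition, starting fluorescence score within five deviations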;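 also: score derived from kinetic fluorescence span divided by baseline fluorescence per well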
KCNQ1 act – potentiators or activators of human KCNQ1 potassium channel; hit rate 0.35% among 310,000; P51787; AID 2648; CHO-K1 KCNQ1, thallium flux FluxOR fluorescence; hits give high values; B-score at 10 µM;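 active = fluorescence ratio B-score, a plate-corrected score, at least three library SD, with initial intensity B-score within 5 SD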
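Medium – assay buffer, equal DMSO in all wells · Material – CHO-K1 cell line with stable KCNQ1 potassium channel expression · Signal – kinetic FluxOR thallium fluorescence, 10-s 1-Hz baseline, 110-s post-stimulus read · Compound – single concentration per compound, DMSO matched to controls · Schedule – 37 °C overnight plating, 90-min dark dye load, 20-min compound pretreatment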
Starred values were filed as active, the others as inactive; i = inactive; ? = inconclusive; . = no result given. A portion of the library; rates above refer to the full screens.

SMILES	Dyrk1A ADPGlo	KCNK3 inh	hERG protect	KCNQ1 block	TRPC4 agonist	KCNK9 block	TRPC4 PAM	TMEM16A act	HDAC3 inhib	ANO1 block	KCNQ1 act
CO/N=C/C(C#N)=C/c1cc(C(=O)c2ccccc2)cn1C	-3	i	-2	i	i	i	i	i	4	i	i
COc1ccc(C(=O)Nc2ccc(Nc3ccccc3)cc2)cc1[N+](=O)[O-]	9	i	-5	i	i	i	i	i	18	i	i
CS(=O)(=O)N1CCC(C(=O)Nc2ccc(OCc3ccccc3)cc2)CC1	2	i	-11	i	i	i	i	i	-2	i	i
Cc1ccsc1/C=N/NC(=O)CNC(=O)c1ccc(S(=O)(=O)N2CCOCC2)cc1	2	i	-12	i	i	i	i	i	0	i	i
CCN(CC)CCCNc1nc(-c2ccccc2)nc2ccccc12	5	i	-5	i	i	i	i	i	0	i	i
CCCC1(C)NC(=O)c2ccccc2O1 (centres undefined)	-2	i	-5	i	i	i	i	i	3	i	i
CCOC(=O)CSc1nc2sc3c(c2c(=O)n1-c1ccc(OC)cc1)CCN(C)C3	1	i	-4	i	i	i	i	i	1	i	i
Cc1ccc(CS(=O)(=O)CCC(=O)NCCCOC(C)C)cc1	-5	i	-4	i	i	i	i	i	7	i	i
CC(C)c1ccc2oc(=O)cc(CN3CCCCC3)c2c1	-2	i	-6	i	i	i	i	.	1	i	i
C/C=C(/C)C(=O)Nc1cccc(C2=NOC3(C2)C[C@@H](C(N)=O)N(C(=O)/C=C/CC)C3)c1 (some centres undefined)	-2	i	2	i	i	i	i	i	-4	i	i
O=C(/C=C/c1cccc([N+](=O)[O-])c1)NC(=S)Nc1cccc(NC(=O)c2ccccc2Cl)c1	-3	i	-10	i	i	i	i	i	-1	i	i
CCOC(=O)C1=C(C)OC(N)=C(C#N)C1c1cc(Cl)c(OCC(N)=O)c(OC)c1 (centres undefined)	-1	i	-7	i	i	i	i	i	0	i	i
COC(=O)C1C(O)=CC(=O)CC1C (centres undefined)	0	i	-5	i	i	i	i	i	-4	i	i
Cc1cccc(CCNC(=O)CCS(=O)(=O)c2ccc(Br)cc2)c1	1	i	-10	i	i	i	i	i	2	i	i
Cc1ccc(NC(=O)Cn2nc(C(=O)O)c3ccccc3c2=O)c([N+](=O)[O-])c1	-5	i	-3	i	i	i	i	i	5	i	i
CCOCCCNC(=O)c1oc2ccc3c(c2c1C)C(O)CC(C)(C)O3 (centres undefined)	3	i	-2	i	i	i	i	i	-27	i	i
CN(Cc1ccccc1)C(=O)CCC1CCN(C(=O)CCC(F)(F)F)CC1	4	i	-3	i	i	i	i	i	-8	i	i
O=C(O)C[C@H]1c2cc(C(F)(F)F)ccc2S(=O)(=O)N1C1CCCCC1	7	i	-14	i	i	i	i	i	2	i	i
COc1ccc(NS(=O)(=O)c2cc(C)ccc2OC)cc1OC	6	i	-4	i	i	i	i	i	-4	i	i
CN(C)CCCOc1nc2c(c(=O)n(C)c(=O)n2C)n1C	0	i	-6	i	i	i	i	i	-8	i	i
Fc1ccc(NC(=S)N2CCCC(c3ccccc3)=N2)cc1	.	i	-10	i	i	i	i	i	?	i	i
COCCN(C(=O)COC(=O)c1cc2ccccc2cc1O)c1c(N)n(Cc2ccccc2)c(=O)[nH]c1=O	4	i	-15	i	i	i	i	i	-1	i	i
Cc1ccc2cc(CN(CCN3CCOCC3)C(=O)NCc3ccccc3)c(=O)[nH]c2c1C	-2	i	-7	i	i	i	i	i	.	.	i
COc1cc(OC)cc(-c2cc3nc(C)c(CCC(=O)O)c(=O)n3[nH]2)c1	11	i	-6	i	i	i	i	i	-24	i	i
Cc1ccc(S(=O)(=O)NCc2csc(-c3cccs3)n2)cc1	-2	i	-6	i	i	i	i	i	1	i	i
O=C(Nc1ccccc1N1CCOCC1)c1ccc(Cl)c(S(=O)(=O)NCc2ccco2)c1	11	i	-19	i	i	i	i	i	-2	i	i
CCCCCCCNC(=O)C1(CC2CC(c3cccc(Br)c3)=NO2)CCN(C(=O)OC(C)(C)C)CC1 (centres undefined)	-6	i	-9	i	i	i	i	i	1	i	i
Cc1c(NC(=O)c2coc(=O)c(Br)c2)c(=O)n(-c2ccccc2)n1C	3	i	-8	i	i	i	i	i	-4	i	i
C=CCn1c(Cc2csc(N)n2)nnc1SCc1ccc(C(=O)OC)cc1	-2	i	2	i	i	i	i	i	1	i	i
Nc1cc(=O)[nH]c(SCc2ccccc2Cl)n1	4	i	-7	i	i	i	i	i	-2	i	i
Cn1cccc1C(=O)N1CCc2ccccc2C1	2	i	-13	i	i	i	i	i	-2	i	i
CCCC(=O)Nc1ccc(C(=O)N/N=C/c2ccc[nH]2)cc1	-10	i	-4	i	i	i	i	i	-11	i	i
CCN(CC)c1ccc(CNc2nc3ccccc3n2CCN2CCOCC2)cc1	0	i	-10	i	i	i	i	i	12	i	i
CCn1c(=O)c(C(=O)Nc2ccccc2F)c(O)c2ccccc21	.	i	-1	i	i	i	i	i	2	i	i
CC(C)C[C@H](NC(=O)c1nc[nH]c1C(=O)NCCCCCNC(=O)OC(C)(C)C)C(=O)OC(C)(C)C	1	i	-8	i	i	i	i	i	1	i	i
COC(=O)CC(=O)CSc1nc2c(cc1C#N)CCC2	-3	i	-4	i	i	i	i	i	-3	i	i
O=C(Nc1ccc(N2CCOCC2)cc1)c1cn2ccccc2n1	17	i	-3	i	i	i	i	i	-1	i	i
OCC1(Cc2ccccc2C(F)(F)F)CCN(Cc2cccc3cnccc23)CC1	3	i	-4	i	i	i	i	i	7	i	i
COc1cccc(C(=O)N2CCC(C(=O)NCc3ccco3)CC2)c1	1	i	-5	i	i	i	i	i	-3	i	i
Cc1cccc(NC(=S)N/N=C/c2ccc(Cl)c([N+](=O)[O-])c2)c1	-3	i	3	i	i	i	i	i	?	i	i
Cc1nn(C)c(C)c1S(=O)(=O)N(CC(=O)N1CCc2ccccc21)c1ccc(C(C)C)cc1	2	i	-14	i	i	i	i	i	0	i	i
NC(=O)c1c(NC(=O)c2ccccc2)sc2c1CCC2	-1	i	-9	i	i	i	i	i	0	i	i
Cc1c(NC(=O)C(C)OC(=O)/C=C/c2ccc3c(c2)OCO3)c(=O)n(-c2ccccc2)n1C (centres undefined)	-1	i	-3	i	i	i	i	i	-2	i	i
CN(C)S(=O)(=O)c1ccc(-c2cn3ccccc3n2)cc1	3	i	-15	i	i	i	i	i	-85	i	i
COc1ccc(-c2csc3nc(C)n(-n4cccc4)c(=O)c23)cc1	0	i	-2	i	i	i	i	i	1	i	i
O=S1(=O)CC(N2CCCCC2)C(N2CCCCC2)C1 (centres undefined)	0	i	-10	i	i	i	i	i	3	i	i
Cc1sc2ncnc(SCC(=O)NC3CC3)c2c1C	-14	i	-4	i	i	i	i	i	9	i	i
COc1cc(/C=C/C(=O)OCC(=O)N2CCCCCC2)ccc1OCC#N	8	i	-6	i	i	i	i	i	-11	i	i
CCOc1ccccc1NC(=O)c1cc(C(=O)c2cc(Br)ccc2O)coc1=N	2	i	-6	i	i	i	i	i	-3	i	i
CCOC(=O)c1cnc2c(C)c(Cl)ccc2c1Nc1ccc(S(=O)(=O)Nc2ncccn2)cc1	.	.	-4	i	i	i	i	.	-5	i	i
Nc1nnc(CC(=O)N/N=C/c2ccc(-c3ccc(F)cc3)o2)s1	.	i	-10	i	i	i	i	i	-1	i	i
CCOC(=O)[C@H]1[C@H]2COc3ccc(Cl)cc3[C@@H]2N2C(=O)c3cc(Cl)ccc3NC(=O)[C@@]12C	2	i	.	.	.	.	.	i	2	i	.
COC(=O)c1ccc(NC(=O)Cn2c([N+](=O)[O-])cnc2C)cc1	1	i	-3	i	i	i	i	i	-4	i	i
CNC(=O)c1[nH]cnc1C(=O)N[C@@H](C)C(=O)OC(C)(C)C	7	i	-4	i	i	i	i	i	-2	i	i
O=[N+]([O-])c1cc([N+](=O)[O-])c(Oc2c(F)ccc(F)c2F)cc1NN1CCCCC1	-2	i	-8	i	i	i	i	i	-1	i	i
Cc1ccn(C(=O)c2ccc(NC(=O)C3CC3)cc2)n1	3	i	-9	i	i	i	i	i	15	i	i
c1ccc(Nc2nnc(-c3cccc4ccccc34)o2)cc1	.	i	-6	i	i	i	i	i	-9	i	i
O=C(NCCC(=O)N1CCOCCOCCOCCOCC1)OCc1ccccc1	.	i	-10	i	i	i	i	i	-4	i	i
Cc1ccc(C)c(NC(=O)CN(C)C(=O)CSC(C)C(=O)Nc2cc(C)on2)c1 (centres undefined)	0	i	-7	i	i	i	i	i	-5	i	i
CCOc1ccccc1NC(=O)CSc1nnc(CCC(=O)Nc2ccccc2F)n1C	-2	i	-10	i	i	i	i	i	2	i	i

Further entries
SMILES	Dyrk1A ADPGlo	KCNK3 inh	hERG protect	KCNQ1 block	TRPC4 agonist	KCNK9 block	TRPC4 PAM	TMEM16A act	HDAC3 inhib	ANO1 block	KCNQ1 act
CSc1ccc(CN(C)C(=O)c2cc(=O)[nH]c3ccccc23)cc1	1	i	-4	i	i	i	i	i	-2	i	i
CCC(CC)C(=O)N(CCc1ccc(OC)cc1)Cc1nc2ccccc2c(=O)[nH]1	3	i	-13	i	i	i	i	i	2	i	i
NC(=S)N/N=C/c1ccc(-c2cccc([N+](=O)[O-])c2)o1	19	i	0	i	i	i	i	i	8	i	i
CC(O)CCC(=O)NNC1CC(=O)N(c2ccccc2)C1=O (centres undefined)	9	i	-3	i	i	i	i	i	.	i	i
COCCn1c(SCC(=O)Nc2ccc3c(c2)OCCO3)nc2c(c1=O)SC(C)C2 (centres undefined)	10	i	.	.	.	.	.	i	4	i	.
CCCNC(=O)c1onc(CS(=O)(=O)c2cccc(OC)c2)c1C(=O)NCCC	0	i	-12	i	i	i	i	i	2	i	i
COC(=O)C(Cc1ccc(O)cc1)NC(=O)C(C)NC(=O)c1ccc(C(C)(C)C)cc1 (centres undefined)	-4	i	-8	i	i	i	i	i	4	i	i
